Screens: PubChem BioAssay, several laboratories
HIF-2a block – inhibitors of HIF-2a | 786-0 RCC cells HIF-2a reporter, luciferase luminescence, overnight | actives 0.72% (n = 360,000) | inhibition, % at 18.8 µM;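 active means inhibition of the luminescence signal of 40% or more relative to plate controls, in a single-dose primary screen at 18.75 µM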
NR2E3 ag-1 – NR2E3 (human) agonism; Q9Y5X4; GST-NR2E3/biotin-RetCOR TR-FRET, 1536-well; inhibition of corepressor binding, % at 4.78 µM; AID 2300; actives 0.12% (n = 320,000);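 active means percent inhibition above the cutoff of mean plus 3 SD of all tested compounds, set per screening campaign, cut at about 20% in these data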;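 further: 0% = DMSO wells and 100% = biotin wells as full block of FRET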
Target sequence (Q9Y5X4 whole entry, looked up): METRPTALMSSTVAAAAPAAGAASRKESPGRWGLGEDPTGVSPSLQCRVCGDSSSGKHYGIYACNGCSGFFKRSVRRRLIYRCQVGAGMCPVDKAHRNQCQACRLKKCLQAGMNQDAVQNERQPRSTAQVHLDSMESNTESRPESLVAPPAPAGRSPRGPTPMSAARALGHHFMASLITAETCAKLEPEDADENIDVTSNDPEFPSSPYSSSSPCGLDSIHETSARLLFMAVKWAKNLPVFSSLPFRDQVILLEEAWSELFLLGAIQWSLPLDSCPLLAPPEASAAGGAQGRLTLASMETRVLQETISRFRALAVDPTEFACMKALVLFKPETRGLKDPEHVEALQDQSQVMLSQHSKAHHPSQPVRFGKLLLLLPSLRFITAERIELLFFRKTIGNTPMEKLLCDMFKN
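Assay system: NR2E3–RetCOR corepressor complex. Quantity: 1.35 nM GST-NR2E3. Buffer or medium: pH 7.5 Tris-based buffer. Reagent: biotinylated RetCOR corepressor at 7 nM final. Schedule: 5 h at 4 °C. Detection: TR-FRET, emission read at 617 and 671 nm. Replicates: one well per compound, singlicate testing.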
KKLEB tox – reduces viability of KKLEB cystic fibrosis airway cells | KKLEB CF airway cells viability, ATPlite luminescence, overnight; active compounds read low; cells stimulated with P. aeruginosa culture filtrate | activity change (cytotoxicity), % at 5 µM | actives 0.36% (n = 360,000) | AID 602141;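 active means corrected activity change at or below -50% at 5 µM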
Peg3 prom inh – Peg3 promoter activity inhibition | inhibition, % at 20 µM | actives 1.7% (n = 360,000) | HeLa PEG-Prom luciferase reporter, luminescence, overnight | AID 588405;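 active means inhibition of at least 50% at 20 µM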
EBV LMP1 NFkB – Epstein-Barr LMP1 NF-kappaB reporter inhibition; inhibition, % at 12.5 µM; AID 504558; LMP1-induced NF-kappaB luciferase reporter cells, luminescence; actives 0.69% (n = 350,000); in the data active means inhibition above about 41%;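 further: 0% = neutral control wells and 100% = reference inhibitor control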
TRAIL sens C8 – caspase-8 TRAIL sensitization | NB7+C8 cells + TRAIL, ATPlite viability luminescence | inhibition (viability loss, TRAIL sensitization), % at 10 µM | actives 1% (n = 360,000) | AID 624354;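 active means compounds causing at least 50% loss of cell viability in the single-dose screen, relative to plate controls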
Shn3 inh set2 – inhibitors of Schnurri-3 3'UTR reporter in osteoblasts; Clone20 osteoblast Shn3 3'UTR firefly luciferase, 24 h; inhibition, % at 12.5 µM; actives 0.52% (n = 360,000); AID 588674;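 active means mean inhibition of at least 75% with every replicate also reaching 75%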;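 further: 0% = median of neutral control wells and 100% = pilot-screen positive control compound; some compounds past the cut are filed as inactive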
NR2E3 ag-2 – agonists of human NR2E3 nuclear receptor | Q9Y5X4 | CHO-S Gal4-NCOR/VP16-NR2E3 two-hybrid, luciferase | inhibition of corepressor binding, % at 3.98 µM | actives 0.35% (n = 360,000) | AID 602229;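 active means inhibition above the mean of all tested compounds plus 3 SD, cut at about 70% in these data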;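 further: 0% = DMSO with NR2E3 transfected cells and 100% = cells lacking NR2E3 construct; higher means lower luciferase signal from less NR2E3 corepressor binding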
TRPM1 prom inh – MITF TRPM1 promoter inhibition in SK-MEL-5 cells. inhibition, % at 12.5 µM. SK-MEL-5 TRPM1 promoter luciferase, 24 h. actives 0.83% (n = 330,000);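 active means mean inhibition across replicates of 60% or more, whatever share of single replicates reaches that level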; further: values of inactives mirror those of a sister screen read the other way
CF NFkB inh – inhibitors of cystic fibrosis induced NF-kB. KKLEB NF-kB-GFP reporter, PAF-induced, GFP fluorescence overnight. inhibition, % at 5 µM. actives 0.86% (n = 360,000);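 active means at least 50% inhibition at 5 µM, scaled per plate between neutral and stimulator controls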;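 further: PAF is a Pseudomonas aeruginosa culture filtrate used as stimulus; plate controls were PAF-stimulated DMSO wells for no effect and unstimulated DMSO wells for full effect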
iPSC survival up – enhancers of human iPSC single-cell survival | hiPSC single-cell survival, ATPlite luminescence; 100% = ROCK inhibitor wells, 0% = DMSO | AID 602274 | actives 0.044% (n = 360,000) | survival enhancement, % at 20 µM; in the data active means survival enhancement above about 18%;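 further: cells exposed to compounds for 16 hours before the ATP read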
* = called active by the depositor; / = no result given. An excerpt. The share of hits here may be higher or lower than overall.

SMILES	HIF-2a block	NR2E3 ag-1	KKLEB tox	Peg3 prom inh	EBV LMP1 NFkB	TRAIL sens C8	Shn3 inh set2	NR2E3 ag-2	TRPM1 prom inh	CF NFkB inh	iPSC survival up
CC(C)COP(=O)(OCC(C)C)C(O)c1ccc2c(c1)OCO2 (configuration not stated)	14	2	9	5	2	-10	-14	0	0	10	0.0
COc1ccccc1OCCOCCOc1ccccc1Cl	-21	-1	-7	-30	-14	6	9	-9	-2	7	-0.9
CCNC(=O)C1CCCN(C(=O)c2cccc3ccccc23)CC1 (configuration not stated)	7	/	-7	19	/	-3	-13	-16	/	4	0.2
COc1cc2c(cc1O)C(CSC)Cc1cc3c(cc1N(C)CC2)OCO3 (configuration not stated)	8	/	-7	19	1	2	5	-10	/	12	1.2
CCOc1cc(C(C(=O)NCC2CCCO2)N(C(=O)Cn2nnc3ccccc32)c2ccc(NC(C)=O)cc2)ccc1O (configuration not stated)	12	1	13	5	2	-11	7	-40	-6	0	-0.7
Cc1ccc2nc(C(F)OC(F)(F)F)[nH]c2c1 (configuration not stated)	6	0	14	18	-2	3	5	20	1	-9	3.4
O=C(Nc1cccnc1)/C(N=Nc1ccc(Cl)c(C(F)(F)F)c1)=C(\O)c1ccccc1	13	1	-8	6	-2	-1	16	6	-1	23	-1.5
CN(C)c1nc(C(=O)O)nc(N2CCOCC2)n1	7	4	3	-14	-7	3	-14	-16	-8	-11	2.8
O=C(NCCNC(=O)c1cnccn1)c1ccc(Cl)c(Cl)c1	9	3	0	5	-17	-5	15	-7	-2	17	-0.3
CCOc1ccccc1NC(=O)NCc1ccc2c(c1)OCO2	-14	2	-7	68*	-1	1	-9	-37	-4	36	-0.4
Cc1ccc(S(=O)(=O)N2CCOCC2)cc1C(=O)NCc1cn2ccsc2n1	-3	0	0	5	-16	-19	-14	9	1	-14	-2.4
Cc1oc2c(c(C)cc3oc(=O)c(CC(=O)N[C@@H](CC(C)C)C(=O)O)c(C)c32)c1C	4	/	5	2	7	-9	7	-26	8	-1	0.6
COC(=O)CC1C(=O)NCCN1C(=S)Nc1ccccc1Cl (configuration not stated)	23	5	-24	-3	7	-1	6	-17	13	-12	2.8
CC(C)CC(NC(=O)C(CO)NC(=O)C1CCC(=O)N1)C(N)=O (configuration not stated)	12	-1	2	8	-3	-3	0	-20	-8	-1	-1.9
COc1c(F)c(F)c(C(=O)Nc2ccc3oc(-c4ccncc4)nc3c2)c(F)c1F	-5	-40	4	-4	-6	-9	3	-24	-10	-11	0.0
CC(=O)NCCOC(=O)Nc1cccnc1	-1	-2	-2	13	-1	1	-17	-16	3	18	2.6
O=C(Cc1ccccc1[N+](=O)[O-])Nc1ccc(S(=O)(=O)N2CCCC2)cc1	14	2	-1	26	4	-22	8	-15	15	0	-0.1
CCn1c(SCC(=O)NCc2ccco2)nc2c(c1=O)SC(C)C2 (configuration not stated)	5	2	-10	3	-9	13	5	-25	-2	11	1.2
COc1cc(NC(=S)NCc2cccs2)cc(OC)c1	-14	-4	0	-10	12	-17	-10	9	0	-1	18
CCC(C)/C=C/C1=CC2=C(Cl)C(=O)C3(C)OC(=O)C(C(=O)C(C)C(C)O)C3C2=CO1 (configuration not stated)	-4	-1	-18	19	3	-3	-14	-11	2	-1	1.5

An excerpt from above in order of the EBV LMP1 NFkB value, falling.
structure	HIF-2a block	NR2E3 ag-1	Peg3 prom inh	EBV LMP1 NFkB	Shn3 inh set2	NR2E3 ag-2	TRPM1 prom inh	CF NFkB inh
COc1cc(NC(=S)NCc2cccs2)cc(OC)c1	-14	-4	-10	12	-10	9	0	-1
COC(=O)CC1C(=O)NCCN1C(=S)Nc1ccccc1Cl (configuration not stated)	23	5	-3	7	6	-17	13	-12
O=C(Cc1ccccc1[N+](=O)[O-])Nc1ccc(S(=O)(=O)N2CCCC2)cc1	14	2	26	4	8	-15	15	0
CC(C)CC(NC(=O)C(CO)NC(=O)C1CCC(=O)N1)C(N)=O (configuration not stated)	12	-1	8	-3	0	-20	-8	-1
CCn1c(SCC(=O)NCc2ccco2)nc2c(c1=O)SC(C)C2 (configuration not stated)	5	2	3	-9	5	-25	-2	11
Cc1ccc(S(=O)(=O)N2CCOCC2)cc1C(=O)NCc1cn2ccsc2n1	-3	0	5	-16	-14	9	1	-14

Not a retest: three of the compounds above.
SMILES	HIF-2a block	NR2E3 ag-1	KKLEB tox	Peg3 prom inh	EBV LMP1 NFkB	TRAIL sens C8	Shn3 inh set2	NR2E3 ag-2	TRPM1 prom inh	CF NFkB inh	iPSC survival up
Cc1ccc(S(=O)(=O)N2CCOCC2)cc1C(=O)NCc1cn2ccsc2n1	-3	0	0	5	-16	-19	-14	9	1	-14	-2.4
Cc1oc2c(c(C)cc3oc(=O)c(CC(=O)N[C@@H](CC(C)C)C(=O)O)c(C)c32)c1C	4	/	5	2	7	-9	7	-26	8	-1	0.6
COC(=O)CC1C(=O)NCCN1C(=S)Nc1ccccc1Cl (configuration not stated)	23	5	-24	-3	7	-1	6	-17	13	-12	2.8

Remaining list, next part
SMILES	HIF-2a block	NR2E3 ag-1	KKLEB tox	Peg3 prom inh	EBV LMP1 NFkB	TRAIL sens C8	Shn3 inh set2	NR2E3 ag-2	TRPM1 prom inh	CF NFkB inh	iPSC survival up
CCOC(=O)c1sc2nccc(N(C)C)c2c1N=CNOCc1c(F)cccc1Cl	-21	8	-3	-21	-5	-13	3	-24	-13	15	-2.0
COc1ccc(CC2=C(O)c3ccccc3C(=O)C2=O)cc1	5	-2	-9	-11	-10	-3	19	-25	17	-3	-0.6
O=C(CCc1nnc(C2CCCCC2)o1)N1CCN(Cc2ccccc2)CC1	-66	2	-7	-54	-6	0	22	-36	-4	6	-0.1
CC(NCc1ccco1)C(=O)N1CCc2ccccc2C1 (configuration not stated)	19	1	-1	-6	1	12	-29	-4	17	-5	-1.0
C#CCOc1ccccc1/C=N/NC(=O)c1ccccc1OCc1ccccc1	0	-3	-3	26	11	23	51	-19	-1	-21	0.6
CN(C(=O)c1ccc(NC(=O)Cc2ccc(NC(=O)C3CCN(C(=O)C4CCCCC4)CC3)cc2)cc1)C1CC1	-4	20*	6	-23	-3	6	-20	-15	-1	13	-1.4
CC(C)C[C@H](NC(=O)OC(C)(C)C)c1n[nH]c(=S)n1N	10	-3	8	11	1	-10	-34	-3	-15	0	5.8
CCOc1ccccc1NC(=O)CN(c1nccs1)S(=O)(=O)c1ccc(N)cc1	9	1	7	20	-20	39	-4	-18	2	-4	-2.2
COc1ccc(-n2cnc3ccccc3c2=O)c([N+](=O)[O-])c1	1	/	8	3	0	-8	-9	-21	2	-7	-0.6
CC1(c2ccccc2)NC(=O)N(CC(=O)Nc2nc(-c3ccccn3)cs2)C1=O (configuration not stated)	0	-1	1	7	13	9	45	9	13	-3	-0.5
Cc1ccccc1-c1noc(CCC(=O)NCC2CCCO2)n1 (configuration not stated)	-15	-1	9	10	0	5	-23	-11	8	13	0.0
O=C(Cc1cccs1)Nc1cccc(-c2nc3ccccc3[nH]2)c1	-31	-1	-13	-34	-17	2	-8	-11	-23	-30	-0.2
CC(C)c1ccc2[nH]c(O)c(N=NC(=O)c3ccc(CSc4nncn4C)cc3)c2c1	-55	2	8	-51	-13	30	12	3	2	9	-3.0
COc1ccccc1CN(C)C(=O)c1ccc(COc2ccccc2)cc1	-26	2	2	-1	-2	1	4	-12	-24	-8	0.8
COc1ccccc1CCNC(=O)C(=O)NCC1OCCN1S(=O)(=O)c1ccc(Br)cc1 (configuration not stated)	30	3	5	-3	1	-12	-6	-10	7	4	-1.3
Nc1nc(SCc2ccc3c(c2)OCCO3)n[nH]1	-105	-1	2	-64	-5	-1	-17	-36	-16	-1	1.9
CC(C)Oc1cc(NC(=O)CS(=O)CC(=O)Nc2cccc(C(F)(F)F)c2)c(Cl)cc1Cl (configuration not stated)	-16	5	-8	17	-7	-11	7	9	15	-4	-0.7
COc1cc2cc(C)c(SCC(=O)N3CCOCC3)nc2cc1OC	5	3	0	1	2	-25	7	10	-8	-12	0.7
CCOC(=O)c1sc2ccc(S(=O)(=O)N3CCOCC3)cc2c1N	-7	5	-25	0	5	-10	1	4	-12	-8	15
CC(C)N1CCC(N2CCN(CC#Cc3ccccc3)CC2CCO)CC1 (configuration not stated)	0	-1	6	-15	-14	1	7	-14	-20	-4	-0.9
O=C(OC1CCOC1=O)c1cc(-c2ccc(Br)cc2)nc2ccccc12 (configuration not stated)	-68	3	3	-6	8	16	-15	23	3	-4	8.0
CCCc1cc(=O)[nH]c(SCc2cc(Cl)ccc2OC(F)F)n1	-2	0	-1	16	-2	21	-13	-4	4	18	-2.5
O=C(NNC(=S)NC(=O)c1cccc([N+](=O)[O-])c1)c1ccc(Br)cc1	24	0	-4	23	-1	4	6	19	0	21	0.1
NS(=O)(=O)c1ccc(NC(=O)/C=C/c2ccc3c(c2)OCO3)cc1	-1	0	3	9	-11	4	-2	13	-2	-18	-0.7
CC(CN1CCOCC1)OC(=O)C(c1ccccc1)c1ccccc1 (configuration not stated)	5	3	1	22	4	-11	9	-5	0	-2	5.5
COc1cccc(/C=C/C(=O)Nc2ccc(C(=O)Nc3cccc(S(N)(=O)=O)c3)cc2)c1OC	-12	-1	-18	-13	-3	14	-15	10	/	-1	-0.6
O=C(CSc1nncs1)Nc1nnc(-c2ccccc2)o1	0	4	15	0	-7	-1	0	-26	2	-18	0.2
COc1ccc(C2C(C(=O)NCc3cccnc3)c3ccccc3C(=O)N2C)cc1OC (configuration not stated)	13	3	0	10	-10	16	0	-31	6	-6	1.8
CCOc1ccccc1NC(=O)N1CCCC1C(=O)NCc1ccco1 (configuration not stated)	16	/	5	18	4	-8	-4	-3	8	12	-0.2
Cc1cc2cc(CNC(=S)NC3CCCCC3)ccc2n1C	6	2	10	-7	2	1	13	3	3	-8	2.2
